SRC3 TRFRET art = flags TR-FRET format artefacts in PPARgamma SRC-3 recruitment agonist screen; TR-FRET artefact counter-screen, PPARgamma/SRC-3 format; stronger effect = higher value; TR-FRET ratio at 8 µM; actives 0.39% (n = 99,000); AID 1048; in the data active means TR-FRET ratio above about 2000; further: inactives centre near 1600; reference of the scale not given here
SRC1 TRFRET art = TR-FRET artefact, counter-screen to PPARgamma/SRC-1 agonist assay. TR-FRET detection artefact counter-screen, emission ratio; stronger effect = higher value. TR-FRET ratio at 8 µM. actives 0.34% (n = 99,000); in the data active means TR-FRET ratio above about 2300; further: inactives centre near 1800; reference of the scale not given here
* = called active by the depositor. This is a subset; rates above refer to the full screens.

SMILES | SRC3 TRFRET art | SRC1 TRFRET art
C=CC[n+]1ccc2ccccc2c1C | 1431 | 1943
CCCC1CCC(c2ccc(C(=O)NN)cc2)CC1 (stereo not drawn) | 1476 | 1669
COc1ccc(C2c3[nH]c4ccccc4c3CCN2CCCn2cccn2)c(C)c1C (stereo not drawn) | 1427 | 1593
COCCn1c(SCc2ccccc2F)nc2ccccc2c1=O | 1658 | 1870
CCc1cccc(N(C(=O)c2csnn2)C(C(=O)NC(C)(C)CC)c2ccccn2)c1 (stereo not drawn) | 1547 | 1957
CCN(CC)C(=O)C(=O)N/N=C/c1ccc(C(=O)O)cc1 | 1609 | 1952
CN(C)c1ccc(/C=N/n2ncc3ccccc32)cc1 | 1585 | 1892
CCCNC(=O)Nc1ccccc1SC | 1607 | 1851
O=C(Nc1ccc(Cl)cc1)Nc1ccccc1C(=O)O | 1469 | 1765
Cc1ccc2nc(Cl)c3cc(C(=O)NCCCN4CCCC4)sc3c2c1 | 1607 | 1738
CC(Nc1ccccc1)c1cccnc1 (stereo not drawn) | 1575 | 1838
CC1=C(C(=O)OCCOc2ccccc2)C(c2coc3ccccc3c2=O)C2=C(CCCC2=O)N1 (stereo not drawn) | 1619 | 1710
CCc1cccc2c(C(=S)N3CCCC3)c[nH]c12 | 1672 | 1715
CCc1ccc(NC(=O)Nc2c(C)n(C)n(-c3ccccc3)c2=O)cc1 | 1558 | 1805
CC(NC(=O)CSC(=S)N(C)C)C12CC3CC(CC(C3)C1)C2 (stereo not drawn) | 1613 | 2027
CC(=O)OC(C(=O)NC1CCCCC1)c1ccccc1Cl (stereo not drawn) | 1514 | 1743
OCC(C#CCN1CCCCC1)NCc1ccccc1 (stereo not drawn) | 1423 | 1888
COc1cc(C2C=C(c3cccs3)Nc3ncnn32)cc(OC)c1OC (stereo not drawn) | 1552 | 1875
O=C1CN(C(=O)CNC(=O)c2ccccc2Cl)c2ccccc2N1 | 1498 | 1756
O=C(CSc1nccc(=O)[nH]1)NCc1ccc(Cl)cc1 | 1310 | 1974
CCOC(=O)C1=C(CNCc2ccccc2Cl)NC(=O)NC1c1cccc([N+](=O)[O-])c1 (stereo not drawn) | 1473 | 1840
COc1ccc(C[C@@H]2CN3C(=NC[C@@H]3C)N2C[C@H](C)NC(=O)CCC2CCCCC2)cc1 | 1551 | 1616
COCCNCCCOc1ccc(Cl)cc1Br | 1496 | 1877
Cc1ccc2c(c1)-c1nc3ccccc3cc1C2=NC1CCCCC1 | 1686 | 2100
CCOc1ccc(NC(=O)CN(C)CC(=O)Nc2ccc(F)c(F)c2F)cc1OCC | 1562 | 1716
CC(C(=O)N1CCCC1)N1CCN(c2ccccc2O)CC1 (stereo not drawn) | 1548 | 1973
CC(C)=CCN1CCN(Cc2ccoc2)CC1CCO (stereo not drawn) | 1396 | 2034
O=c1c2ccccc2nnn1COc1ccc(Cl)cc1Br | 1521 | 1746
COC(=O)c1ccc(-n2c(C)cc(C(=O)CCl)c2C)cc1 | 1484 | 1706
COc1ccc(C(=O)NC2=NCCS2)cc1S(=O)(=O)N1CCCCC1C (stereo not drawn) | 1465 | 1695
COc1cccc(CSc2nc3cc4c(cc3cc2C)OCCO4)c1 | 2784* | 2000
Cc1ccnn1CCC(=O)N1CCCC(CCC(=O)N2CCN(c3ccccn3)CC2)C1 (stereo not drawn) | 1465 | 1531
COc1ccc(CN(CCC(c2ccccc2)c2ccco2)C(=O)c2ccco2)cc1 (stereo not drawn) | 1567 | 1436
CCOC(=O)N1CCN(C(=O)CCn2c(=S)[nH]c3ccsc3c2=O)CC1 | 1663 | 2031
Cc1ccc(C)c(OCc2ccc(C(=O)N3N=C(C(F)F)CC3(O)C(F)F)o2)c1 (stereo not drawn) | 1594 | 1729
CCN(CCNC(=O)C1CCC(=O)N1Cc1ccc(C)cc1)c1ccccc1 (stereo not drawn) | 1504 | 1904
COc1ccccc1NC(=S)NCCSc1ccc(C)cc1 | 1583 | 1726
CCc1nc(SCC(=O)N2CCN(C(=O)c3ccco3)CC2)c2c3c(sc2n1)CCCC3 | 1338 | 1747
O=C(NCc1c(F)cccc1F)c1cc(COc2c(F)cccc2F)on1 | 1474 | 1603
CCC(=O)c1c(NC(CC)CO)cc(C)oc1=O (stereo not drawn) | 1592 | 1761
Cn1c2c(c(=O)n(C)c1=O)C(C(F)(F)F)(C(F)(F)F)N=C(C1CCCCC1)N2 | 1593 | 1840
O=P(O)(CN1CCCCC1)CN1CCCCC1 | 1539 | 1872
Cc1ccc(NC(=O)c2cccc(OC(F)F)c2)c(OC(F)F)c1 | 1483 | 1738
CCOc1ccc(/C=N/OCC(=O)Nc2ccc(OCc3ccccc3)cc2)cc1OC | 1657 | 1666
CCCN(CC(=O)Nc1ccc(Cl)cc1Cl)C(=O)/C=C/c1cc(OC)ccc1OC | 1368 | 1753

Structures listed so far with a thiophene ring, fused or not, in the order listed:
SMILES | SRC3 TRFRET art | SRC1 TRFRET art
Cc1ccc2nc(Cl)c3cc(C(=O)NCCCN4CCCC4)sc3c2c1 | 1607 | 1738
COc1cc(C2C=C(c3cccs3)Nc3ncnn32)cc(OC)c1OC (stereo not drawn) | 1552 | 1875
CCOC(=O)N1CCN(C(=O)CCn2c(=S)[nH]c3ccsc3c2=O)CC1 | 1663 | 2031
CCc1nc(SCC(=O)N2CCN(C(=O)c3ccco3)CC2)c2c3c(sc2n1)CCCC3 | 1338 | 1747

Carrying on.
SMILES | SRC3 TRFRET art | SRC1 TRFRET art
CNc1ncc(C(=O)c2ccc(F)cc2)s1 | 1577 | 1972
CC(C)N1C(=O)C(O)(C2COC(C)(C)CC2=O)c2ccccc21 (stereo not drawn) | 1671 | 1772
O=C(Nc1ccc(SC(F)F)cc1)c1ccc(F)cc1 | 1583 | 1921
CN=c1scc(-c2ccccc2F)n1/N=C/c1ccc(O)c(O)c1O | 1560 | 1527
CCc1ccc(Nc2nnc(SCC(=O)N(C)CC(=O)Nc3ccccc3CC)s2)cc1 | 1469 | 1678
CC(NC(=O)OCc1ccccc1)C(=O)NCC(=O)NC(Cc1ccc(OC(C)(C)C)cc1)C(=O)OC(C)(C)C (stereo not drawn) | 1595 | 1562
O=C(CSCc1ccccc1Cl)Nc1c[nH]c(=O)[nH]c1=O | 1619 | 1751
CCN(C(=O)c1c(OC)cccc1OC)c1nnc(-c2cccnc2)s1 | 1537 | 1851
COCCCNCCOc1ccc(C(C)(C)c2ccccc2)cc1 | 1503 | 1573
CC(NC(=O)c1ccccc1)C(=O)OCC(=O)N1c2ccccc2Sc2ccccc21 (stereo not drawn) | 1375 | 1684
COc1c2ccoc2nc2c(OC)c(O)ccc12 | 1728 | 1845
Cc1ccc(C(NC(=O)N2CCOCC2)C(Cl)(Cl)Cl)cc1F (stereo not drawn) | 1631 | 1652
COC(=O)c1ccc(-c2ccc(F)cc2)nc1C | 1434 | 1610
CC(=O)NCCC(=O)N1CCc2c([nH]c3ccccc23)C1c1cccc(C)c1 (stereo not drawn) | 1526 | 1774
C[C@@H](C(=O)OCn1nnc2ccccc2c1=O)N1C(=O)C2CCCCC2C1=O (stereo partly drawn) | 1583 | 1864

In the list so far, these contain an NH in an aromatic ring:
SMILES | SRC3 TRFRET art | SRC1 TRFRET art
COc1ccc(C2c3[nH]c4ccccc4c3CCN2CCCn2cccn2)c(C)c1C (stereo not drawn) | 1427 | 1593
CCc1cccc2c(C(=S)N3CCCC3)c[nH]c12 | 1672 | 1715
O=C(CSc1nccc(=O)[nH]1)NCc1ccc(Cl)cc1 | 1310 | 1974
CCOC(=O)N1CCN(C(=O)CCn2c(=S)[nH]c3ccsc3c2=O)CC1 | 1663 | 2031
O=C(CSCc1ccccc1Cl)Nc1c[nH]c(=O)[nH]c1=O | 1619 | 1751
CC(=O)NCCC(=O)N1CCc2c([nH]c3ccccc23)C1c1cccc(C)c1 (stereo not drawn) | 1526 | 1774

Further results follow.
SMILES | SRC3 TRFRET art | SRC1 TRFRET art
COc1ccc(NC(=S)N/N=C2\CC(C)(C)Oc3ccc(O)cc32)cc1 | 1417 | 1525
Cc1ccc(-n2c(O)c(/C=C3/C(c4ccccc4)=Nc4ccccc43)c(=O)[nH]c2=O)cc1 | 1673 | 1858
CNc1ccc(Br)cc(C(=O)/C=C/c2ccc(OC)cc2OC)c1=O | 1767 | 1857
Cn1c(=O)c2c(ncn2CC(=O)N/N=C/c2ccco2)n(C)c1=O | 1534 | 1709
CC(=O)Nc1ccc(C(O)(C(F)(F)F)C(F)(F)F)cc1 | 1670 | 1819
Cc1cccc(NC(=O)c2ccc(S(=O)(=O)C(F)F)cc2)c1C | 1179 | 1937
COc1ccc(S(=O)(=O)c2nnn(-c3ccccc3Cl)c2N)cc1 | 1709 | 1886
Cc1cc(C)c(OCCN(C)Cc2ccccc2)c(Br)c1 | 1659 | 1881
CN(C)c1ccc(/C=N/NC(=O)c2sccc2-n2cccc2)cc1 | 1540 | 1750
CN(CC(=O)Nc1ccc(S(N)(=O)=O)cc1)Cc1ccccc1F | 1652 | 1729
CC(=O)ON1C(C)(C)CC(OC(=O)c2ccccc2)CC1(C)C | 1485 | 1878
CN(NS(=O)(=O)c1ccc(F)cc1)c1ncc(C(F)(F)F)cc1Cl | 1738 | 1926
Cc1ccc(C(=O)NCC(=O)N2CCN(S(=O)(=O)c3cccs3)CC2)s1 | 1611 | 2057
CCN(CC)CCCNC(=O)c1ccc(OCC(=O)Nc2ccccc2C(F)(F)F)c(OC)c1 | 1501 | 1748
CCc1ccccc1NC(=S)N(CCN1CCCCC1)Cc1ccco1 | 1531 | 1937
CCCCN(C)C1CCN(C(=S)Nc2ccc(OC)cc2)CC1 | 1711 | 1674
CC(C)[C@H](NC(=O)c1ccc(C(C)(C)C)cc1)C(=O)Nc1nnc(C2CC2)s1 | 1652 | 1652
COc1cc(/C=N/NC(=O)CC23CC4CC(CC(C4)C2)C3)cc(Br)c1OCC(=O)N(C)C | 1653 | 1983
Cc1nc2c3cc(F)ccc3n(Cc3ccccc3)c2s1 | 1611 | 1874
Cc1ccc(C(=O)COC(=O)CCC(=O)NC2CCCCC2)cc1[N+](=O)[O-] | 1561 | 1727
O=C(O)C(CO)N=Cc1c(O)c2ccccc2oc1=O (stereo not drawn) | 1711 | 1899
Cc1cnc(NC(=O)c2ccc(OCC3CCCO3)cc2)s1 (stereo not drawn) | 1284 | 1826
Cc1ccc2ncccc2c1[N+](=O)[O-] | 1590 | 1723
O=c1[nH]c(SCc2ccc([N+](=O)[O-])cc2)nc2[nH]ncc12 | 1649 | 1607
CCOc1ccccc1NC(=O)C1=C(C)NC(=O)NC1c1cccs1 (stereo not drawn) | 1589 | 1929
CCS(=O)(=O)N1CCN(Cc2c[nH]c3ccccc23)CC1 | 1541 | 1828
Cc1cc(Cl)ccc1OCC(=O)NN1C(=O)C2C3C=CC(C3)C2C1=O (stereo not drawn) | 1725 | 1993
CCc1ccc(-n2cc(-c3ccc([N+](=O)[O-])cc3)[nH]c2=S)cc1 | 1508 | 1957
CC(=O)Nc1ccc(NC(=O)COC(=O)Cc2c[nH]c3ccccc23)cc1 | 1523 | 1755
CCCc1cc(-c2n[nH]c(=S)n2CC)cs1 | 1350 | 1808

4 compounds already listed, ordered by molecular weight, highest first.
SMILES | SRC3 TRFRET art | SRC1 TRFRET art
COCCn1c(SCc2ccccc2F)nc2ccccc2c1=O | 1658 | 1870
Cc1cccc(NC(=O)c2ccc(S(=O)(=O)C(F)F)cc2)c1C | 1179 | 1937
O=C(Nc1ccc(SC(F)F)cc1)c1ccc(F)cc1 | 1583 | 1921
O=C(Nc1ccc(Cl)cc1)Nc1ccccc1C(=O)O | 1469 | 1765

The list goes on.
SMILES | SRC3 TRFRET art | SRC1 TRFRET art
CCn1c(=O)c([N+](=O)[O-])c(NCC(O)c2ccccc2)c2ccccc21 (stereo not drawn) | 1467 | 1645
CN(C)c1ccc(C2Nc3ccccc3C(=O)N2NS(=O)(=O)c2ccccc2)cc1 (stereo not drawn) | 1511 | 1809
NS(=O)(=O)c1ccc(NC(=O)COC(=O)COc2ccccc2)cc1 | 1570 | 2029
CCCN1CCN(C(=S)Nc2ccc([N+](=O)[O-])cc2)CC1 | 1711 | 2012
Cc1cc(C)c(NC(=O)c2sc3nc4c(cc3c2N)C(=O)CC(C)(C)C4)c(C)c1 | 1764 | 1956
NNC(=O)c1cc2c(N3CCC(Cc4ccccc4)CC3)ncnc2s1 | 1540 | 1660
COCCN1C(=O)C(CC(=O)Nc2ccc(C(=O)O)cc2)SC1=Nc1ccccc1 (stereo not drawn) | 1444 | 2047
Fc1ccc(COc2cccc3cccnc23)cc1 | 1664 | 1637
CC(C)=CCN1CCN(Cc2cnc(N3CCCC3)s2)CC1CCO (stereo not drawn) | 1681 | 1584
COc1ccc(-n2c(O)c(/C=N/Nc3nc(C)cc(C)n3)c3ccccc3c2=O)cc1OC | 1453 | 1678
CC(C)CCN(C(=S)NC(=O)C1CCCCC1)c1c(N)n(Cc2ccccc2)c(=O)[nH]c1=O | 1652 | 1741
CNC(=O)NC(=O)COC(=O)c1ccccc1OCc1ccccc1 | 1515 | 1795
COc1ccc(C(=O)NCC(=O)N/N=C/C(C)=C/c2ccccc2)cc1OC | 1523 | 1954
O=C1NC(NS(=O)(=O)c2ccc(Cl)cc2)(C(F)(F)F)C(=O)N1Cc1cccnc1 (stereo not drawn) | 1642 | 1579
CC(=O)Cc1nsc(NC(=O)c2ccc(Cl)cc2Cl)n1 | 1562 | 1737
Cc1sc(/C=C2\C(=O)ON=C2c2ccccc2)cc1Br | 1496 | 1649
C/C(=N\Nc1nc2ccccc2[nH]1)c1ccc(N2CCOCC2)cc1 | 1861 | 2104
CCOc1cc(/C=N/NC(=O)C(=O)NCCCOC(C)C)cc(Br)c1O | 1689 | 2222
Cc1ccsc1C(=O)NCCC(c1ccccc1)c1ccccc1 | 1444 | 2062
Cc1ccc(C(=O)N(C)c2ccc(OCC(=O)N3c4ccc(C)cc4C4CN(C)CCC43)cc2)cc1 (stereo not drawn) | 1482 | 2027
Cc1cc(C)nc(NC(=O)c2c(Cl)cccc2Cl)n1 | 1456 | 1810
C#CCn1c(=NC(=O)c2ccc(S(=O)(=O)N3CCc4ccccc4C3)cc2)sc2cc(S(N)(=O)=O)ccc21 | 1653 | 1879

Screening data: PubChem, The Scripps Research Institute Molecular Screening Center
